Screens: PubChem, several laboratories
TROY signal inh: blocks TROY-dependent signaling in reporter cells. Q293 LMP1-TROYcd NF-kB luciferase reporter, 4 h. 0.98% of 360,000 active. inhibition, % at 10 µM;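 active means compounds whose plate-normalised and pattern-corrected inhibition of the luciferase reporter signal at the single screening dose is 50% or more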
CF NFkB inh: blocks PAF-induced NF-kB reporter in cystic fibrosis cells | KKLEB NF-kB-GFP reporter, GFP fluorescence overnight | AID 588850 | 0.86% of 360,000 active | inhibition, % at 5 µM;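 active means at least 50% inhibition at 5 µM, scaled per plate between neutral and stimulator controls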;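 further: PAF is a Pseudomonas aeruginosa culture filtrate used as stimulus; plate controls were PAF-stimulated DMSO wells for no effect and unstimulated DMSO wells for full effect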
Shn3 3UTR inh: inhibitors of Schnurri-3 3'UTR reporter in osteoblasts. 0.52% of 360,000 active. inhibition, % at 12.5 µM. AID 588674. Clone20 osteoblast Shn3 3'UTR firefly luciferase, 24 h;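 active means mean inhibition of at least 75% with every replicate also reaching 75%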;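 further: 0% = median of neutral control wells and 100% = pilot-screen positive control compound; some compounds past the cut are filed as inactive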
NR5A2 inv ag: inverse agonists of human LRH-1 (NR5A2) | HEK293T StAR-luciferase reporter, LRH-1 transfected, 24 h | 0.13% of 360,000 active | inhibition, % at 3.6 µM | O00482;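 active means inhibition above the mean inhibition of all tested compounds plus 3 SD, cut at about 73% in these data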;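 further: 0% = DMSO wells and 100% = reporter-only cells lacking LRH-1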
Target sequence (O00482 whole entry, looked up): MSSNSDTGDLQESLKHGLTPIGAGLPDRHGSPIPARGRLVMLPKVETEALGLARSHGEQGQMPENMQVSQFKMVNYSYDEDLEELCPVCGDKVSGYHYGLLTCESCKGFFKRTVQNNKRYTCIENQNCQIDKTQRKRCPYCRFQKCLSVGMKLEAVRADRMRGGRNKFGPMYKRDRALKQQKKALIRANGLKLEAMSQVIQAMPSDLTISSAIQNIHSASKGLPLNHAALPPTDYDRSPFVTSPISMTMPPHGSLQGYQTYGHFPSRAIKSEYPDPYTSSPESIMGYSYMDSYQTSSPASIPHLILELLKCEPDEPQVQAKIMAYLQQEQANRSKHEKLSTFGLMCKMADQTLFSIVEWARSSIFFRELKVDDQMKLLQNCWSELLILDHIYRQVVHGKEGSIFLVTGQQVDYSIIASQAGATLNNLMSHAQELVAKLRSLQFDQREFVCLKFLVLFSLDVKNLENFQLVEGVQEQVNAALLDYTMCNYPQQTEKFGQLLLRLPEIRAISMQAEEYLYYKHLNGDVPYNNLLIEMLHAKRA
SRC1 inh: inhibits human SRC1 coactivator | Q15788 | HEK293 GAL4-SRC1 luciferase reporter, luminescence | inhibition, % at 3.6 µM | 0.12% of 360,000 active;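 active means inhibition above the campaign mean plus 3 SD, with each screening campaign given its own cutoff, cut at about 60% in these data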;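 further: 0% = DMSO treated cells and 100% = gossypol at 36 µM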
SRC3 inh: inhibitors of human steroid receptor coactivator 3 (SRC3). 0.17% of 360,000 active. Q9Y6Q9. inhibition, % at 3.6 µM. HEK293 GAL4-SRC3 luciferase reporter, luminescence. AID 588352;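 active means inhibition above a per-campaign cutoff, the mean of all compounds plus 3 SD, cut at about 60% in these data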;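 further: 0% = DMSO-treated cells and 100% = gossypol-treated cells at 36 µM; higher means less SRC3-driven luciferase light from the GAL4 reporter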
NR2F2 inh: inhibitors of human COUP-TFII (NR2F2) | HEK293T NGFI-A luciferase reporter, luminescence | 0.7% of 370,000 active | inhibition, % at 8.6 µM;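 active means inhibition above a per-plate cutoff, mean inhibition of test wells between control levels plus 3 SD, cut at about 38% in these data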;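 further: cells cotransfected with COUP-TFII expression vector driving the NGFI-A reporter; 0% = median of COUP-TF2 test wells and 100% = reporter-only cells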
Target sequence (P24468 whole entry, looked up): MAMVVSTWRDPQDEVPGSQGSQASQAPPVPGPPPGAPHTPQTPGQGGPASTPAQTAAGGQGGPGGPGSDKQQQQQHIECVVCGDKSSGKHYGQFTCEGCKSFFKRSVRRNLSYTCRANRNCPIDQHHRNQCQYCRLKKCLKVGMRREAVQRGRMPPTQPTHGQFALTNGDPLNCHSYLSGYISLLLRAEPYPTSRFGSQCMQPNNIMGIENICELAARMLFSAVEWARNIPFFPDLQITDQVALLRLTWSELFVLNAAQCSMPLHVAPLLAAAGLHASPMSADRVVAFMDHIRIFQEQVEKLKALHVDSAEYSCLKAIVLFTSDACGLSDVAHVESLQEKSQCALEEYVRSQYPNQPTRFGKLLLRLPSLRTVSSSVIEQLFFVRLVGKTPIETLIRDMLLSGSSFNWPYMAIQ
TRAIL sens C8: caspase-8 TRAIL sensitization. 1% of 360,000 active. AID 624354. NB7+C8 cells + TRAIL, ATPlite viability luminescence. inhibition (viability loss, TRAIL sensitization), % at 10 µM;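 active means compounds causing at least 50% loss of cell viability in the single-dose screen, relative to plate controls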
TWEAK Fn14 block: blocks TWEAK-Fn14 interaction in a reporter cell assay; TWEAK-stimulated Fn14 reporter cells, luciferase luminescence, 8 h; inhibition, % at 10 µM; 2% of 360,000 active; in the data active means inhibition above about 50%
KKLEB tox: counter-screen for CF NF-kB inhibitors: cytotoxicity; KKLEB CF airway cells viability, ATPlite luminescence, overnight; hits give low values; cells stimulated with P. aeruginosa culture filtrate; activity change (cytotoxicity), % at 5 µM; 0.36% of 360,000 active;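 active means corrected activity change at or below -50% at 5 µM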
LMP1 NFkB inh: inhibitors of Epstein-Barr LMP1-induced NF-kappaB reporter. LMP1-induced NF-kappaB luciferase reporter cells, luminescence. inhibition, % at 12.5 µM. 0.69% of 350,000 active; in the data active means inhibition above about 41%;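 further: 0% = neutral control wells and 100% = reference inhibitor control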
Starred values were filed as active, the others as inactive. A portion of the library; the hit share may differ from the screen's.

For Cc1oc2c(cc(NS(=O)(=O)c3ccc(Cl)cc3)c3ccccc32)c1C(=O)O the results were TROY signal inh -9, CF NFkB inh 4, Shn3 3UTR inh -5, NR5A2 inv ag 6, SRC1 inh -2, SRC3 inh 11, NR2F2 inh 16, TRAIL sens C8 1, TWEAK Fn14 block 8, KKLEB tox 7 and LMP1 NFkB inh 4.
Screening CSc1nnc(-c2ccncc2)n1/N=C/c1cn(-c2ccccc2)nc1-c1ccc(Cl)cc1 returned TROY signal inh -26, CF NFkB inh 34, Shn3 3UTR inh 36, NR5A2 inv ag 0, SRC1 inh 6, SRC3 inh 22, NR2F2 inh -7, TRAIL sens C8 -6, TWEAK Fn14 block -11, KKLEB tox -6 and LMP1 NFkB inh 27.
Screening CCN(CC(=O)NC(C)C)C(=O)C(CCSC)NC(=O)c1ccccc1OC (stereo not given) returned TROY signal inh -2, CF NFkB inh 14, Shn3 3UTR inh 3, NR5A2 inv ag -7, SRC1 inh -1, SRC3 inh 1, NR2F2 inh 7, TRAIL sens C8 -4, TWEAK Fn14 block 7, KKLEB tox -2 and LMP1 NFkB inh 8.
Screening CCCC(=O)Nc1ccc(Nc2ccccc2)cc1 returned TROY signal inh -2, CF NFkB inh 4, Shn3 3UTR inh -9, NR5A2 inv ag -8, SRC1 inh 11, SRC3 inh 12, NR2F2 inh 9, TRAIL sens C8 15, TWEAK Fn14 block 5, KKLEB tox -7 and LMP1 NFkB inh -3.
For COc1cccc(C(C(=O)NC2CCCCC2)N(C(=O)CNC(=O)c2ccco2)c2cccnc2)c1 (stereo not given) the results were TROY signal inh 2, CF NFkB inh -6, Shn3 3UTR inh 13, NR5A2 inv ag -19, SRC1 inh 4, SRC3 inh -26, NR2F2 inh 7, TRAIL sens C8 -31, TWEAK Fn14 block -14, KKLEB tox 7 and LMP1 NFkB inh 0.
O=C(Nc1ccc(F)cc1)Nc1ccc([N+](=O)[O-])cn1 was read as TROY signal inh -40, CF NFkB inh -5, Shn3 3UTR inh -21, NR5A2 inv ag 5, SRC1 inh 6, SRC3 inh -1, NR2F2 inh -19, TRAIL sens C8 -3, TWEAK Fn14 block -7, KKLEB tox -10 and LMP1 NFkB inh -12.
For C=CCOc1ccc(C2C(C#N)=C(N)N(N(C)C)C3=C2C(=O)CCC3)cc1 (stereo not given) the results were TROY signal inh -16, CF NFkB inh -7, Shn3 3UTR inh 6, NR5A2 inv ag 12, SRC1 inh -21, SRC3 inh 3, NR2F2 inh -6, TRAIL sens C8 -13, TWEAK Fn14 block 1, KKLEB tox 2 and LMP1 NFkB inh -1.
`COc1cccc(C(=O)Nc2cc(C)on2)c1OC` gave TROY signal inh -63, CF NFkB inh 23, Shn3 3UTR inh -45, NR5A2 inv ag -38, SRC1 inh -54, SRC3 inh -20, NR2F2 inh -18, TRAIL sens C8 4, TWEAK Fn14 block -3, KKLEB tox -12 and LMP1 NFkB inh -5.
For CC(C)c1nnc(NC(=O)CCC(=O)NC2CC2)s1 the results were TROY signal inh -5, CF NFkB inh -2, Shn3 3UTR inh -16, NR5A2 inv ag 5, SRC1 inh -5, SRC3 inh 15, NR2F2 inh -13, TRAIL sens C8 11, TWEAK Fn14 block -6, KKLEB tox 1 and LMP1 NFkB inh -5.
`CCc1nc2ccc(C(=O)Nc3cc(-c4ccccc4)ccc3OC)cn2c1N(CC)CCN(C)C` gave TROY signal inh 1, CF NFkB inh 31, Shn3 3UTR inh 4, NR5A2 inv ag -3, SRC1 inh -18, SRC3 inh -29, NR2F2 inh 14, TRAIL sens C8 28, TWEAK Fn14 block 2 and KKLEB tox -12.
COC(=O)Cc1ccc(NC(=S)N2CCCC(CO)C2)cc1 (stereo not given) was read as TROY signal inh -43, CF NFkB inh -3, Shn3 3UTR inh -34, NR5A2 inv ag -95, SRC1 inh -107, SRC3 inh -38, NR2F2 inh -22, TRAIL sens C8 75*, TWEAK Fn14 block -3, KKLEB tox -2 and LMP1 NFkB inh 21.
O=C(O)CC(NC(=O)OCc1ccccc1)c1ccccc1 (stereo not given) was read as TROY signal inh 4, CF NFkB inh 15, Shn3 3UTR inh -11, NR5A2 inv ag 5, SRC1 inh -10, SRC3 inh 15, NR2F2 inh 2, TRAIL sens C8 0, TWEAK Fn14 block 1, KKLEB tox 9 and LMP1 NFkB inh -1.
`COC(=O)c1ccc(/C=N/NC(=O)c2ccc3nc[nH]c3c2)cc1` gave TROY signal inh 5, CF NFkB inh 2, Shn3 3UTR inh -10, NR5A2 inv ag -10, SRC1 inh -34, SRC3 inh -2, NR2F2 inh -2, TRAIL sens C8 11, TWEAK Fn14 block -12, KKLEB tox -2 and LMP1 NFkB inh 0.
Screening O=C(C[n+]1ccccc1)N/N=C/c1cc(Br)ccc1O returned TROY signal inh 0, CF NFkB inh -11, Shn3 3UTR inh 12, NR5A2 inv ag 1, SRC1 inh -34, SRC3 inh 2, NR2F2 inh -1, TRAIL sens C8 37, TWEAK Fn14 block 10, KKLEB tox 6 and LMP1 NFkB inh 0.
O=C(O)c1cc(S(=O)(=O)Nc2cccc(Oc3ccccc3)c2)ccc1Br was read as TROY signal inh 9, CF NFkB inh 4, Shn3 3UTR inh -13, NR5A2 inv ag 12, SRC1 inh -1, SRC3 inh 15, NR2F2 inh -28, TRAIL sens C8 4, TWEAK Fn14 block 5, KKLEB tox -2 and LMP1 NFkB inh -2.
`CN1C(=O)N(CC(=O)N2CCN(S(=O)(=O)c3ccc(Cl)s3)CC2)C(=O)C12CCCCC2` gave TROY signal inh -5, CF NFkB inh 17, Shn3 3UTR inh 4, NR5A2 inv ag 16, SRC1 inh -6, SRC3 inh -3, NR2F2 inh 6, TRAIL sens C8 15, TWEAK Fn14 block 5, KKLEB tox 4 and LMP1 NFkB inh -1.
`CCOc1ccc(S(=O)(=O)Nc2cccc(C)c2)c2cccnc12` gave TROY signal inh 24, CF NFkB inh 19, Shn3 3UTR inh 8, NR5A2 inv ag 2, SRC1 inh -5, SRC3 inh -7, NR2F2 inh 15, TRAIL sens C8 -3, TWEAK Fn14 block -8, KKLEB tox 0 and LMP1 NFkB inh 5.
For CN1C(C(=O)Nc2cccc(O)c2)=CC(c2ccco2)=NS1(=O)=O the results were TROY signal inh 11, CF NFkB inh 9, Shn3 3UTR inh 5, NR5A2 inv ag 6, SRC1 inh -6, SRC3 inh -1, NR2F2 inh 1, TRAIL sens C8 0, TWEAK Fn14 block -2, KKLEB tox -20 and LMP1 NFkB inh -1.
CCN(CC)c1ccc(-c2n[nH]c(=S)n2-c2ccccc2)cc1 was read as TROY signal inh -2, CF NFkB inh 12, Shn3 3UTR inh 14, NR5A2 inv ag 21, SRC1 inh -3, SRC3 inh 1, NR2F2 inh 15, TRAIL sens C8 -27, TWEAK Fn14 block 15, KKLEB tox -8 and LMP1 NFkB inh -11.
Screening CCOP(=O)(OCC)C(NC(=O)c1cccs1)c1ccccc1 (stereo not given) returned TROY signal inh 8, CF NFkB inh -18, Shn3 3UTR inh -9, NR5A2 inv ag 18, SRC1 inh 26, SRC3 inh -11, NR2F2 inh 8, TRAIL sens C8 3, TWEAK Fn14 block -8, KKLEB tox 7 and LMP1 NFkB inh -9.

3 compounds picked at random from the list so far:
`CCOc1ccc(S(=O)(=O)Nc2cccc(C)c2)c2cccnc12` gave TROY signal inh 24, CF NFkB inh 19, Shn3 3UTR inh 8, NR5A2 inv ag 2, SRC1 inh -5, SRC3 inh -7, NR2F2 inh 15, TRAIL sens C8 -3, TWEAK Fn14 block -8, KKLEB tox 0 and LMP1 NFkB inh 5.
For CN1C(C(=O)Nc2cccc(O)c2)=CC(c2ccco2)=NS1(=O)=O the results were TROY signal inh 11, CF NFkB inh 9, Shn3 3UTR inh 5, NR5A2 inv ag 6, SRC1 inh -6, SRC3 inh -1, NR2F2 inh 1, TRAIL sens C8 0, TWEAK Fn14 block -2, KKLEB tox -20 and LMP1 NFkB inh -1.
CCN(CC)c1ccc(-c2n[nH]c(=S)n2-c2ccccc2)cc1 was read as TROY signal inh -2, CF NFkB inh 12, Shn3 3UTR inh 14, NR5A2 inv ag 21, SRC1 inh -3, SRC3 inh 1, NR2F2 inh 15, TRAIL sens C8 -27, TWEAK Fn14 block 15, KKLEB tox -8 and LMP1 NFkB inh -11.

(more compounds)
Cc1nc(SCC(=O)Nc2cc(C)on2)c2c3c(sc2n1)CCCC3 was read as TROY signal inh 6, CF NFkB inh 16, Shn3 3UTR inh 16, NR5A2 inv ag -14, SRC1 inh -7, SRC3 inh 22, NR2F2 inh -7, TRAIL sens C8 16, TWEAK Fn14 block -30, KKLEB tox -23 and LMP1 NFkB inh -1.
For CS(=O)(=O)N1N=C(c2cccs2)CC1c1ccc(F)cc1 (stereo not given) the results were TROY signal inh -20, CF NFkB inh -22, Shn3 3UTR inh -10, NR5A2 inv ag -13, SRC1 inh -5, SRC3 inh 8, NR2F2 inh 4, TRAIL sens C8 -2, TWEAK Fn14 block -18, KKLEB tox 14 and LMP1 NFkB inh 6.
Screening COCCCNC(=O)/C(C#N)=C/c1c(N2CCN(C)CC2)nc2c(C)cccn2c1=O returned TROY signal inh 0, CF NFkB inh -11, Shn3 3UTR inh -12, NR5A2 inv ag -1, SRC1 inh -9, SRC3 inh 1, NR2F2 inh 11, TRAIL sens C8 4, TWEAK Fn14 block -8, KKLEB tox -4 and LMP1 NFkB inh 5.
Screening COc1cc(NC(=O)c2ccccc2OCc2ccccc2)cc(OC)c1OC returned TROY signal inh 20, CF NFkB inh 11, Shn3 3UTR inh 1, NR5A2 inv ag 12, SRC1 inh 7, SRC3 inh -7, NR2F2 inh 8, TRAIL sens C8 -2, TWEAK Fn14 block 27, KKLEB tox -12 and LMP1 NFkB inh 7.
For CN1C(=O)N(c2nnc(C(C)(C)C)s2)C(=O)C1c1ccccc1 (stereo not given) the results were TROY signal inh 10, CF NFkB inh -8, Shn3 3UTR inh -5, NR5A2 inv ag 4, SRC1 inh 11, SRC3 inh 15, NR2F2 inh 19, TRAIL sens C8 5, TWEAK Fn14 block -15, KKLEB tox -2 and LMP1 NFkB inh -4.
Screening O=C(CN1CCN(Cc2ccccc2Cl)CC1)N/N=C/c1ccccn1 returned TROY signal inh 1, CF NFkB inh 19, Shn3 3UTR inh 5, NR5A2 inv ag 2, SRC1 inh -8, SRC3 inh -6, NR2F2 inh -2, TRAIL sens C8 -24, TWEAK Fn14 block -23, KKLEB tox -17 and LMP1 NFkB inh 0.
